# Screens as filed in PubChem BioAssay.
# PHOSPHO1 block: PHOSPHO1 (human) inhibition; recombinant PHOSPHO1, absorbance phosphatase assay; inhibition, % at 13.3 µM; hit rate 1.1% among 290,000; AID 1565; in the data active means inhibition above about 60%
# Target sequence (Q8TCT1 whole entry, looked up): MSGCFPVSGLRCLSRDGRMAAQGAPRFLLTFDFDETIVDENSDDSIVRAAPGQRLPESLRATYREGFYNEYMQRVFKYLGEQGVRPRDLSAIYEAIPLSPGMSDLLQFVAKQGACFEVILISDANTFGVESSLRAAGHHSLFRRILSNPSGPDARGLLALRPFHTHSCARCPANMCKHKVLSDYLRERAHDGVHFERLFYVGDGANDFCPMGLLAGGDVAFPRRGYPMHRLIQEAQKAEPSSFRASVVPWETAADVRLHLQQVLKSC
# V1aR counter: V1a receptor agonism, counter-screen for OXTR agonists. activation, % at 3 µM. CHO-V1R cells, Fluo-8 calcium fluorescence, agonist mode; 0% DMSO, 100% 3 nM vasopressin. P37288. hit rate 0.25% among 320,000;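 active means activation above the mean activation of all tested compounds plus 3 SD, per screening run, cut at about 20% in these data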;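 further: signal is peak over basal fluorescence ratio across a 100 second FLIPR read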
# MEKK2 WT-MEK5: raises or lowers MEK5 binding to wildtype human MEKK2 PB1 domain; binding response (% of control), % at 10 µM; hit rate 1.1% among 290,000; bead flow cytometry, Alexa488-MEK5 binding to MEKK2 WT; actives lie on both sides; Q9Y2U5; AID 1531; in the data active means binding response below about 67% or above about 130%
# OXTR agonist: agonists of human oxytocin receptor; P30559; CHO-OTR cells, Fluo-8 calcium fluorescence; normalized: DMSO 0%, oxytocin 100%; activation, % at 3 µM; hit rate 0.32% among 320,000; AID 2435;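 active means activation above the mean of all tested compounds plus 3 SD, cutoff set per screening run, cut at about 20% in these data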;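 further: peak over basal fluorescence ratio from a 100 s FLIPR kinetic read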
# Target sequence (P30559 whole entry, looked up): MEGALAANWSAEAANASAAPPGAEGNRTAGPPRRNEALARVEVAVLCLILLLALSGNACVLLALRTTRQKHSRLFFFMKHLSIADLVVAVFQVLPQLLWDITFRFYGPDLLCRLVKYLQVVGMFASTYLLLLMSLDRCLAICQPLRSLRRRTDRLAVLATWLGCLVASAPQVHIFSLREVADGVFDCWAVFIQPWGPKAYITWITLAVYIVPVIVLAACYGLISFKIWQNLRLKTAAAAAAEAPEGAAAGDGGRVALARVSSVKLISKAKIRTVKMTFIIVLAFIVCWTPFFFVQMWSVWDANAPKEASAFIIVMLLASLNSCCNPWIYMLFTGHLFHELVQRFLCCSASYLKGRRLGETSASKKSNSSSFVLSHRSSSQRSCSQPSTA
# GalR3 antagonist: human GalR3 antagonism. O60755. HEK293 GalR3-CNG cAMP membrane potential fluorescence; galR3 body fused to GalR1 C-terminus. inhibition, % at 3 µM. hit rate 0.44% among 360,000;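 active means inhibition above the screen-wide average plus 3 SD, cut at about 13% in these data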;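 further: forskolin and galanin both at EC90 stimulate the cells; cAMP rise reported by CNG channel membrane potential dye signal; 0% = forskolin plus galanin with DMSO and 100% = forskolin alone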
# NALP1 inh: blocks the NALP1 inflammasome reconstituted in yeast. inhibition, % at 10 µM. AID 2071. S. cerevisiae NALP1/ASC/caspase-1 growth, X-gal OD620, 72 h. hit rate 0.61% among 280,000; in the data active means inhibition mostly above about 24%, no sharp cut-off; inactive means mostly below about 32%; further: some compounds called inactive have numbers as strong as hits
# MEKK2mut PB1 HTS: signal of MEK5 binding to mutant human MEKK2 PB1 domain. bead flow cytometry, Alexa488-MEK5 binding to MEKK2 mutant. percent response, % at 10 µM. hit rate 0.35% among 290,000; in the data active means percent response above about 24%, passing the limit was not always enough; further: inactives centre near 1; some results filed as inactive read as strong as hits; reference of the scale not given here
# MEKK3 PB1 HTS: modulators (inhibitors or enhancers) of MEK5 binding to human MEKK3 PB1 domain; Q99759; bead-based flow cytometry, Alexa488-MEK5 binding to MEKK3; actives lie on both sides; 0 = blocked by unlabeled MEK5, 100 = vehicle; binding response (% of control), % at 10 µM; hit rate 1.4% among 290,000; AID 1529;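 active means binding response more than 3 SD above or below the average of its plate-row segment, actives on both sides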;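 further: Alexa488 bead fluorescence after subtracting the streptavidin-only scavenger bead signal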
# GPR7 antagonist: human neuropeptides B/W receptor 1 antagonism | P48145 | GPR7-expressing cells, fluorescence antagonist assay | inhibition, % at 4.4 µM | hit rate 1.1% among 290,000 | AID 1861; in the data active means inhibition above about 16%, passing the limit was not always enough;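 further: cells stimulated with the agonist NPW; 0% = agonist with vehicle and 100% = vehicle without agonist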
# Target sequence (P48145 whole entry, looked up): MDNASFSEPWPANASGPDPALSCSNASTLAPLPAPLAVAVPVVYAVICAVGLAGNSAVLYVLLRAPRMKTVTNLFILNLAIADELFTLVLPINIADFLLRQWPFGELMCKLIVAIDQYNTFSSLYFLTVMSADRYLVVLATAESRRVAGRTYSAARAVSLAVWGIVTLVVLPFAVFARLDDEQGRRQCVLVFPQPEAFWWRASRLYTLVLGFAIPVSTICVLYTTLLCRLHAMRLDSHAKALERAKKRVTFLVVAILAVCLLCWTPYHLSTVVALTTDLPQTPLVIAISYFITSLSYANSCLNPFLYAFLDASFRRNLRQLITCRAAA
# * hit, by the source's call; . = not tested or not shown; [ ] = another dose, or the depositor's remark.
# Start of the data: the first three compounds, ahead of the listing:
SMILES,PHOSPHO1 block,V1aR counter,MEKK2 WT-MEK5,OXTR agonist,GalR3 antagonist,NALP1 inh,MEKK2mut PB1 HTS,MEKK3 PB1 HTS,GPR7 antagonist
CCOc1ccccc1NC(=O)CN1C(=O)C(=O)N(Cc2ccco2)C1=O,16,0.5,100,0.8,-5,-10,-2,101,-6
Cc1cc(C)c2nc(-c3ccccn3)cc(C(=O)NCCc3ccc(S(N)(=O)=O)cc3)c2c1,-7,1.2,101,-1.5,-5,10,8,101,-17
CS(=O)(=O)N(CC(=O)NCCSc1ccccn1)c1cccc2ccccc12,7,0.6,102,0.2,-3,-4,3,101,-4

# Main list (from the top)
SMILES,PHOSPHO1 block,V1aR counter,MEKK2 WT-MEK5,OXTR agonist,GalR3 antagonist,NALP1 inh,MEKK2mut PB1 HTS,MEKK3 PB1 HTS,GPR7 antagonist
CCOc1ccccc1NC(=O)CN1C(=O)C(=O)N(Cc2ccco2)C1=O,16,0.5,100,0.8,-5,-10,-2,101,-6
Cc1cc(C)c2nc(-c3ccccn3)cc(C(=O)NCCc3ccc(S(N)(=O)=O)cc3)c2c1,-7,1.2,101,-1.5,-5,10,8,101,-17
CS(=O)(=O)N(CC(=O)NCCSc1ccccn1)c1cccc2ccccc12,7,0.6,102,0.2,-3,-4,3,101,-4
COc1ccc(CNCc2cccc3ccccc23)cc1,-26,.,111,.,-12,12,1,102,1
Cn1c(=O)cc(SCC(=O)NCCN2CCN(c3ccccc3F)CC2)c2cc(Cl)ccc21,-22,0.3,108,0.9,-2,16,0,99,-6
CC(O)(CS(=O)(=O)Cc1ccccc1)c1ccc(Cl)cc1 (configuration not stated),.,1.0,102,-0.5,-10,12,2,101,4
Cc1ccccc1OCC(=O)N/N=C/c1ccc(N(C)C)cc1,3,-0.8,102,0.6,-3,-5,2,106,-7
CCC(=O)Nc1cccc(NC(=O)c2ccccc2Cl)c1,37,0.7,100,-0.6,-3,-6,2,101,-12
Cc1ccc(-c2cc(=O)c3ccc(Cl)cc3[nH]2)cc1,26,1.1,108,-1.4,-1,1,11,99,-22
Cc1nn(C(C)(C)C)c(NC(=O)c2ccc(Cl)cc2Cl)c1Br,22,-0.9,101,-2.2,-3,.,-8,99,-3
CC1CCCC(NC(=O)Nc2cccs2)C1C (configuration not stated),-34,0.1,87,-1.1,-2,-3,-9,90,1
COc1cc2c(cc1OC)C(C)N(C(=O)Nc1cc(C)cc(C)c1)CC2 (configuration not stated),20,-1.0,111,-1.8,-9,-11,7,107,28
COC(=O)c1cc(O)c(O)c(O)c1,-4,1.0,99,0.3,-4,21,4,104,-13
COC(=O)c1cc(S(=O)(=O)N2CCCCCC2)c[nH]1,10,-0.4,94,-0.1,.,15,-3,97,-7
N/C(Cn1cncn1)=N\NC(=O)C(=O)Nc1ccccc1,29,0.0,109,-1.1,-2,4,6,110,-9
COc1cccc(C(C)NC(=S)NCc2ccc(F)cc2)c1 (configuration not stated),16,6.4,109,3.5,2,16,4,105,-1
CCOc1ccc(C(=O)OC2CCN(C)CC2)cc1,4,2.7,104,0.1,-1,-4,10,113,-11
CC12CCC(=O)N1C(C(=O)Nc1nc3c(F)cc(F)cc3s1)CS2 (configuration not stated),37,-0.2,105,-1.0,-2,-7,6,99,-6
CCOC(=O)C1(CCOC)CCN(Cc2nc(-c3cccs3)oc2C)CC1,30,0.9,117,-1.5,3,7,21,107,-15
c1coc(CNc2nc(-c3cccs3)cs2)c1,-16,-0.2,96,-0.9,3,5,0,96,0
Cc1ccc(C(=O)N2CC3(C(C)C)CN(C(=O)c4ccc(C)cc4)CC(C(C)C)(C2)C3=O)cc1,12,-0.6,84,-1.0,-2,0,-24,92,-4
Cc1c(Cl)cccc1NC(=S)N(CCN(C)C)C(C)c1ccco1 (configuration not stated),44,-0.5,103,0.2,-2,.,-1,101,-10
COc1ccc(C)cc1S(=O)(=O)N1CCN(C(=O)c2ncoc2-c2cccc(C)c2)CC1,18,-0.1,104,1.9,-8,9,4,102,-9
COc1ccc(C(=O)Nc2ccncc2)cc1OC,24,0.5,109,-0.1,0,20,4,107,-4
O=S(=O)(Cc1ccccc1)NCCc1cccc(Cl)c1,24,.,108,.,-12,-10,6,108,1
N#CCC(=O)Nc1ccc(C(=O)OCC(=O)c2ccc3c(c2)OCCO3)cc1,26,1.9,75,1.9,-3,-46,-10,78,14
COc1ccccc1-c1coc2c(CN(C)C)c(O)ccc2c1=O,19,0.9,113,0.4,-1,21,5,104,-15
CCOC(=O)CSc1nc2cc(C(=O)N3CCC(C(N)=O)CC3)ccc2c(=O)n1-c1ccccc1,-14,-0.1,105,-1.2,.,17,5,99,8
O=C/C=C/c1coc2ccc3ccccc3c2c1=O,28,-0.7,100,1.5,5,-8,5,104,-13
COc1cccc2cc3c(=O)oc4ccccc4c3nc12,23,2.0,98,0.9,-4,2,12,101,7
C#CCOCCOCCOCCNc1nc(N2CCN(C(=O)[C@H](CCCCN)n3cc([C@@H](N)CO)nn3)CC2)nc(N2CCN(C(=O)[C@H](Cc3cc4ccccc4[nH]3)n3cc([C@@H](N)Cc4ccc(O)cc4)nn3)CC2)n1,20,0.3,190*,-0.4,.,4,56*,108,-7
COc1ccc(-c2noc3c2-c2nc(-c4ccccc4Cl)sc2CC3)cc1,.,-1.2,104,-0.8,-1,.,5,106,.
O=C1c2ccccc2NC(c2ccc(O)cc2)N1/N=C/c1ccc(O)cc1 (configuration not stated),-10,1.4,99,0.8,2,5,-2,105,-2
O=C(Cn1cnc2ccccc21)N/N=C/c1cccs1,-5,1.3,100,-0.3,3,12,2,129*,-3
OC(COc1ccc(CN2CCCCO2)cc1)CN1CCCCC1 (configuration not stated),19,1.1,107,0.3,-6,13,2,105,3
CNc1nc(NCc2ccccc2)nc(N)c1[N+](=O)[O-],34,-0.1,96,-1.6,7,39,-5,96,-19
Cc1cccc(NS(=O)(=O)Cc2ccccc2)c1C,34,-1.6,103,-1.6,-11,18,0,105,-9
CC(C)(C)NC(=O)c1ccc(COc2ccc(Cl)cc2Cl)o1,6,2.9,105,1.8,-6,16,1,103,5
Cc1cccc(N(CC(=O)Nc2c(C)n(C)n(-c3ccccc3)c2=O)S(C)(=O)=O)c1,0,0.4,100,0.9,-3,.,0,91,-10
CCN(CCO)c1nc(N2CCCCC2)c2cnn(C)c2n1,15,-0.9,106,-1.9,-5,-1,1,102,-8
CC(=O)Nc1cccc(C(=O)N/N=C/c2ccc(F)cc2)c1,-15,0.6,101,0.7,-4,6,-1,108,8
C=CCn1c(SCC(N)=O)nc2scc(-c3ccc(C)o3)c2c1=O,2,0.5,102,-0.6,-4,1,2,102,-12
Cc1ccc2nc(NC(=O)C(NS(=O)(=O)c3cccc4nsnc34)C(C)C)sc2c1 (configuration not stated),-7,-1.5,95,-1.1,-1,11,1,94,-2
NC(=O)c1cccn1Cc1cccc(Cl)c1,-3,-0.6,95,0.2,-5,31,-4,98,5
COc1cc(CNCc2ccccn2)ccc1OCC(=O)NC(C)(C)C,-11,0.9,105,2.3,9,13,21,101,-9
CCc1sc(C(=O)Nc2ccc(NC(C)=O)cc2)cc1C,-14,0.6,125,-0.4,-2,27,49,118,-1
Cc1ccc(C2=NS(=O)(=O)N(C)C(C(=O)NC(C)c3ccccc3)=C2)cc1 (configuration not stated),39,0.5,107,-1.2,.,19,1,102,0
Cc1ccnc(NC(=O)c2cc3c(=O)oc4ccc(C)cc4c3s2)c1,-6,-0.7,101,0.1,-4,.,2,100,-10
CCn1c(CNc2ccc(Cl)cc2)nnc1SCC(=O)NCc1ccccc1,45,3.4,91,-0.3,-2,4,-6,89,-6
Cc1nc2ncnn2c(C)c1CCC(=O)NCc1ccco1,26,-0.4,95,-0.3,-5,18,-11,92,-4
CCn1nc(C)c(CNC(=O)C2CCC(=O)N(Cc3ccc(Cl)cc3)C2)c1C (configuration not stated),-24,0.5,113,-0.3,-4,-3,11,106,9
Cn1c(SCC(=O)Nc2ccc3c(c2)OCCO3)nnc1-c1ccco1,4,-1.1,102,-2.5,-2,11,-5,100,-9
O=C(COc1ccc(Cl)cc1)Nc1ccccc1C(=O)NCc1cccnc1,48,3.2,93,-0.9,-2,0,1,96,9
CN(C)c1ccc(CNC(=O)CN(C)S(=O)(=O)c2ccc3c(c2)c(=O)n(C)c(=O)n3C)cc1,15,0.2,98,1.6,-7,15,-1,102,-7
CC(=O)N1CC2(c3ccccc3)CN(C(C)=O)CC(c3ccccc3)(C1)C2=O,2,0.5,101,-0.1,-5,0,3,100,3
CCc1ccc(C(=O)COc2ccc(NC(C)=O)cc2)cc1,9,-0.1,99,-0.6,-6,8,2,101,-1
CCn1c(Cc2ccccc2)nnc1SCC(=O)Nc1ccc(OC)cc1,-14,0.2,56,-0.3,-2,4,3,44*[inhibitor],-6
C/C(=N\NC(=S)NC(C)C)c1ccc(-n2ccnc2)cc1,29,1.7,99,0.0,1,4,-4,97,0
O=C1/C(=C/c2ccc(C(=O)O)cc2)CCC/C1=C\c1ccc(C(=O)O)cc1,8,-0.8,101,-1.2,1,16,-1,101,-5
COc1ccc(NS(=O)(=O)c2ccc(SC)cc2)cc1,16,16,98,9.3,-4,.,0,96,12

# Additional entries.
SMILES,PHOSPHO1 block,V1aR counter,MEKK2 WT-MEK5,OXTR agonist,GalR3 antagonist,NALP1 inh,MEKK2mut PB1 HTS,MEKK3 PB1 HTS,GPR7 antagonist
Cc1ccccc1NC(=O)N1CCN(c2ncccn2)CC1,25,1.0,100,-1.2,1,10,-7,110,1
CC(C)c1ccc(C2C(C#N)=C(N)N3C(=C2C#N)Sc2ccccc23)cc1 (configuration not stated),-109,-0.6,95,-0.3,.,-14,0,98,-8
CC(=O)NC(CCS(C)(=O)=O)C(=O)Nc1cccc(C(C)=O)c1 (configuration not stated),-1,0.5,102,0.3,-4,13,5,104,-4
O=C(Oc1ccccc1)c1cc2ccccc2oc1=O,24,-0.3,95,0.1,-3,-7,-2,94,1
CC(C)C(C(=O)N1CCN(C(=O)OC(C)(C)C)CC1)n1cc(-c2cn([C@@H](C)C(=O)N3CCN(C(=O)OC(C)(C)C)CC3)nn2)nn1 (some centres not stated),22,.,80,.,.,-9,3,74,.
CCCN1CCN(c2nc(-c3cccs3)nc3ccccc23)CC1,2,-1.4,110,-1.7,-4,28,-1,99,0
COc1ccc(Br)cc1CNC(C)c1ccccc1 (configuration not stated),0,2.0,98,0.9,-5,19,-3,92,6
O=C(c1ccc(F)cc1)C(CCCCCC(CN1CCOCC1)C(=O)c1ccc(F)cc1)CN1CCOCC1 (configuration not stated),2,2.9,105,-1.8,-3,0,5,102,-2
O=C1NC(=NCc2ccccc2)S/C1=C/c1ccc(O)cc1,7,2.1,99,2.2,-9,32,3,103,-10
CCOC(=O)CCc1n[nH]c(=O)[nH]c1=O,20,-0.1,113,0.0,-3,6,13,107,3
CCN1CCN(CCCNC(=O)CCC(=O)N2CCOc3ccccc32)CC1,12,0.0,101,-0.3,.,10,3,99,-4
NC(=O)CSc1nnc(Cc2csc(Nc3ccccc3)n2)n1Cc1ccccc1,21,-0.2,91,-0.9,-3,18,-5,89,-3
O=C(NCCN1CCOCC1)c1ccc(Cl)c(Cl)c1,15,1.0,107,0.1,-10,1,7,101,-7
CN(C)c1nc(N2CCOCC2)nc(N(c2ccccc2)c2ccccc2)n1,18,.,91,.,-2,-15,1,94,-17
COc1ccc(-c2nnn(CC(=O)N(Cc3cccs3)C(C)C(=O)NC3CCCC3)n2)cc1OC (configuration not stated),6,-0.7,102,0.6,-4,-21,5,104,6
O=C(CSC1=NCCN1)Nc1cccc([N+](=O)[O-])c1,-24,1.8,103,2.9,6,-2,0,103,-15
